Screening data deposited in PubChem by several laboratories.
MT1-MMP act inh: blockers of MT1-MMP proenzyme processing, primary screen, HT1080 RFP-PRO-GFP cells, GFP/RFP fluorescence; Matrix metalloproteinase-14 (Homo sapiens), P50281; GFP/RFP ratio fluorescence, overnight; percent of plate control window, DMSO zero; GFP/RFP ratio change, % at 20 µM; 360,000 tested, 0.061% active;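 active means GFP/RFP ratio change of at least 30% with cell ATP level not reduced by more than half and red fluorescence within 50% of control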; further: strong numbers were not always called active
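Compound: 20 µM single dose, 1% DMSO / System: HT1080 RFP-PRO-GFP cells / Controls: DMSO and RFP-L50D-GFP cell wells / Read-out basis: GFP/RFP fluorescence ratio / Schedule: overnight compound exposure at 37 °C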
Rin1 Abl inh: inhibitors of Rin1-Abl protein binding, primary screen, biochemical, TR-FRET; inhibition, % at 7.35 µM; 360,000 tested, 0.4% active; AID 588664, 2011; Tyrosine-protein kinase ABL1 (Homo sapiens) + Ras and Rab interactor 1 (Homo sapiens), …; in the data active means inhibition above about 5%, passing the limit was not always enough
FAS-TE inh: FAS thioesterase domain inhibitors, primary screen, biochemical, fluorescence intensity, uHTS. Fatty acid synthase (Homo sapiens), P49327. 360,000 tested, 0.67% active. inhibition, % at 15 µM. recombinant FAS-TE, OMFH fluorogenic substrate, fluorescence endpoint;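 active means compounds whose normalised, plate-corrected inhibition of enzyme fluorescence in the single-dose primary screen is 50% or more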;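 further: 0% = DMSO with enzyme and 100% = substrate without enzyme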
MsrA inh: bovine MsrA enzyme inhibitors, primary screen, biochemical, absorbance, HTS; purified bovine MsrA, absorbance read-out; inhibition, % at 15.5 µM; AID 651718, 2012; Methionine sulfoxide reductase A (Bos taurus); 360,000 tested, 0.75% active; in the data active means inhibition above about 4.5%;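 further: 0% = vehicle wells with enzyme and 100% = reference inhibitor wells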
Rpn11 inh: Rpn11 (PSMD14) deubiquitinase inhibitors, primary screen, biochemical, fluorescence polarization, uHTS; human 26S proteasome, Ub4-pepOG fluorescence polarization; 20S core pre-blocked with epoxomicin; 360,000 tested, 0.59% active; AID 588493, 2011; calls only at 20 µM;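 active means inhibition at 20 µM, scaled to each plate's controls, above about 33%, limit read from the data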
CSN inh: inhibitors of CSN-mediated cullin deneddylation, primary screen, biochemical, fluorescence polarization, uHTS; Purified CSN, SCF-Nedd8-OG deneddylation; inhibition, % at 12.5 µM; 360,000 tested, 0.38% active; AID 651999, 2013;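 active means pattern-corrected inhibition above about 35%, with an unprinted fluorescence ratio check between 0.5 and 1.5, limit read from the data, passing the limit was not always enough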;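 further: 0% = enzyme with substrate and 100% = substrate without enzyme; some results filed as inactive read as strong as hits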
Target sequence (Q92905 whole entry, looked up, one chain of several): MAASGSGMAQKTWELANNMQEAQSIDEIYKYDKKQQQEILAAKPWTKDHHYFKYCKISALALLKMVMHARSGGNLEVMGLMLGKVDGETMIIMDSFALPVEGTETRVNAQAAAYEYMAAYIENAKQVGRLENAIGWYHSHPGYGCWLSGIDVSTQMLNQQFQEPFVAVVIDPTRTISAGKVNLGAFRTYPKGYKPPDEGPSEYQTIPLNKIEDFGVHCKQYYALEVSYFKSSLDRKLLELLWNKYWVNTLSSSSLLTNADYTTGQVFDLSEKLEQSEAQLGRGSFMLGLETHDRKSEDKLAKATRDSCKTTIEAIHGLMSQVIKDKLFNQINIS
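Test system: purified human Csn5 enzyme expressed in HEK293T cells. Amount: 0.24 nM enzyme. Reagent: SCFSkp2-Nedd8OG substrate at 10 nM final. Schedule: 90 min incubation of compound, enzyme and substrate at room temperature. Detection: fluorescence polarization. Read-out: % inhibition of substrate cleavage by Csn5.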
PABP1 MLLE inh: inhibitors of PABP1 MLLE–PAM2 peptide binding, primary screen, biochemical, fluorescence polarization, FITC-PAM2, GST-MLLE. 360,000 tested, 0.36% active. Polyadenylate-binding protein 1 (Homo sapiens), P11940. AID 588489, 2011. inhibition, % at 20 µM; in the data active means inhibition above about 35%, passing the limit was not always enough;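 further: plate controls were DMSO wells with GST-MLLE for no effect and wells lacking GST-MLLE protein for full effect; some results filed as inactive read as strong as hits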
Target sequence (P11940 whole entry, looked up): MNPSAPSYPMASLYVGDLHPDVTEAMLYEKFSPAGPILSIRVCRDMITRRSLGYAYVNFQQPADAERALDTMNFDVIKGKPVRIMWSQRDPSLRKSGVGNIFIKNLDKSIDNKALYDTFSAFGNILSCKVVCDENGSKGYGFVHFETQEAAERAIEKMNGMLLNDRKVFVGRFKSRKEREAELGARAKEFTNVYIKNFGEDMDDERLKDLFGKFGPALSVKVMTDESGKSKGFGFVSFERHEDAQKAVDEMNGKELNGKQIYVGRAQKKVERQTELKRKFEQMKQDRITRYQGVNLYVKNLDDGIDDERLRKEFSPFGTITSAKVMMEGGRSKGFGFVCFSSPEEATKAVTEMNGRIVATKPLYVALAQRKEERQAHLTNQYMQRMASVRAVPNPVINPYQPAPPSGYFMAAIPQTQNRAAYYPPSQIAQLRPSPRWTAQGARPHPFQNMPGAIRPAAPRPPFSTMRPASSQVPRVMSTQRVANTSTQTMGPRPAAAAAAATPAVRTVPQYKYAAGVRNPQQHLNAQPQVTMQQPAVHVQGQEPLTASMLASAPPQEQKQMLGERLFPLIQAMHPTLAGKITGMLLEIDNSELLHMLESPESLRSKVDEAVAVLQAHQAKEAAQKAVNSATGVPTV
MsrA act: bovine MsrA enzyme activators, primary screen, biochemical, absorbance, HTS | purified bovine MsrA, absorbance read-out | activation, % at 10.6 µM | 360,000 tested, 0.3% active; in the data active means activation above about 7.5%;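 further: 0% = vehicle and 100% = reference activator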
E coli Lon inh: inhibitors of E. coli Lon protease, primary screen, biochemical, fluorescence polarization. 360,000 tested, 0.42% active. P0A9M0. inhibition, % at 7.94 µM. purified E. coli Lon protease; in the data active means inhibition above about 13%, passing the limit was not always enough;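 further: 0% = enzyme with probe and DMSO and 100% = no enzyme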
* = called active by the depositor; i = inactive; · = no result given.

SMILES	MT1-MMP act inh	Rin1 Abl inh	FAS-TE inh	MsrA inh	Rpn11 inh	CSN inh	PABP1 MLLE inh	MsrA act	E coli Lon inh
O=C1CCCN1CC1CCCN(Cc2nc(COc3ccccc3)no2)C1 (configuration not stated)	-1.9	-1.6	-4.2	0.8	i	-8.3	7.2	-2.4	6.4
CC1(NCc2ccc(Cl)cc2)COP(=O)(NCc2ccccc2)OC1 (configuration not stated)	-5.4	0.3	-1.2	0.2	i	0.9	-14.0	0.2	-4.6
COc1cc(OC)cc(C(=O)NC(=S)Nc2nc(-c3cc4ccccc4o3)cs2)c1	6.9	-2.0	2.5	0.4	i	2.0	-8.5	-4.2	0.2
O=C(CN1CCN(c2ccccc2)CC1)Nc1cccc([N+](=O)[O-])c1	4.6	2.7	51.3*	-0.3	i	-1.1	-6.0	-13.3	-1.9
Cn1c(=O)c2c(nc(OCC3COC(C)(C)O3)n2Cc2ccccc2F)n(C)c1=O (configuration not stated)	4.8	1.0	2.3	-1.8	i	-0.3	9.4	-1.2	8.6
Cc1ccc(C(=O)Nc2ncc([N+](=O)[O-])s2)cc1	-3.2	-1.1	7.6	-0.8	i	3.6	-4.5	-2.9	-12.7
O=C(CSc1nnc(-c2ccc(Br)cc2)o1)N1CCN(C(=O)c2ccco2)CC1	3.0	-7.2	-4.1	0.6	i	-2.0	-6.9	-1.2	7.9
CCN1CCC(=NNC(=O)c2ccc(C)c([N+](=O)[O-])c2)CC1	-2.8	-3.2	-18.3	2.7	i	4.7	-8.1	-1.6	-8.1
COC(=O)c1ccc(S(=O)(=O)N2CCc3ccccc32)cc1	0.5	-2.1	19.2	1.2	i	2.0	-10.1	-3.5	-3.6
CCOC(=O)C(=CNNc1c(C)csc1C(=O)OC)C(=O)OCC	-1.6	-6.3	-0.7	0.5	i	-1.9	5.2	-2.0	1.9
O=C(NNC(=O)c1ccco1)c1ccccc1	1.5	-0.3	-4.7	-0.3	i	-13.9	7.9	-0.5	5.6
COc1cccc(OC)c1CN(C)C(=O)c1cnccc1C(F)(F)F	3.5	-4.7	-6.2	1.1	i	6.1	-3.0	-8.8	14.3
O=C(NNC(=O)c1sccc1-n1cccc1)Nc1ccccc1	0.9	-3.4	-4.1	1.2	i	-0.1	-0.1	-0.5	8.0
O=S(=O)(NCC(c1ccc2c(c1)OCO2)N1CCOCC1)c1ccc(F)cc1 (configuration not stated)	-0.6	0.4	-2.3	1.1	i	3.1	3.1	-0.6	-3.7
CCc1cc2c(=O)n(CCCOC)c(SCC(=O)Nc3oc(C)c4c(C)n[nH]c(=O)c34)nc2s1	1.3	0.3	-2.5	0.4	i	2.7	-22.4	-0.9	-7.3
Cc1ccc(C2CC(=O)N(c3ccc(F)cc3)C3=C2C(=O)CCC3)cc1 (configuration not stated)	3.3	-2.3	-0.5	-0.2	i	-5.3	-11.4	-1.7	2.7
CC(=O)OC(COc1cccc(C)c1)Cn1cnc2ccccc21 (configuration not stated)	·	1.4	3.9	-0.7	i	-0.1	9.1	-13.4	-4.1
Cc1ccccc1OCCCC(=O)Nc1nncs1	0.5	0.4	-0.5	-0.5	i	-7.3	11.5	-1.7	-3.4
COc1cccc(CNC(=O)C2CCN(S(=O)(=O)N3CCC4(CC3)OCCO4)CC2)c1	0.6	1.1	-10.0	-0.9	i	2.2	-3.2	-3.1	-0.8
COc1cccc(C(=O)N2CCC(CCC(=O)Nc3cccc(C)c3)CC2)c1	4.1	1.7	-6.0	-0.3	i	1.9	-8.1	-3.5	-9.6
CC(C)N(C(=O)CSc1nnc(NC2CC2)s1)c1ccccc1	1.9	0.0	-7.3	-0.1	i	1.2	8.0	-0.4	4.3
COc1ccccc1NC(=O)c1cc(Br)ccc1Cl	-1.5	0.4	7.9	1.4	i	-6.6	-16.2	2.4	-5.6
CCN(CC)CCOc1nc(C)nc2c1oc1ccccc12	0.3	1.3	-10.9	-0.1	i	4.4	0.7	-0.1	5.8
CC(C)C[C@H](NC(=O)OC(C)(C)C)c1nnc(SCC(=O)Nc2ccc(Br)cc2)o1	-3.7	1.6	19.6	-0.6	i	-1.6	-6.7	6.0	4.5
O=C(Nc1ccc(S(=O)(=O)NCc2cccnc2)cc1)c1ccccc1Cl	-6.7	2.2	-7.2	0.2	i	-16.2	-8.8	-2.3	-3.2
CCc1ccccc1NC(=O)CN(C)C(=O)COc1ccc(C)nc1[N+](=O)[O-]	9.9	-3.6	-11.3	1.5	i	4.3	5.1	-10.8	-11.0
COc1ccc(OC)c(NC(=O)C2CCCCC2)c1	-0.6	2.7	-3.4	-0.2	i	0.9	2.6	-3.7	-9.6
COc1cc(C(=O)OCC(=O)c2cc(C)n(CC3CCCO3)c2C)ccc1OCC(=O)N1CCOCC1 (configuration not stated)	-5.5	0.9	-7.3	0.8	i	1.6	0.5	-9.5	2.2
CCN(C(=O)c1cccc(S(=O)(=O)N(C)C)c1)C12CC3CC(CC(C3)C1)C2	-7.7	0.3	8.9	2.1	i	-0.6	-1.1	-12.1	-5.2
O=C(COc1ccc(Cl)cc1Cl)N(c1ccccn1)C1CCCCC1	3.0	-2.6	18.8	1.0	i	-4.6	19.5	-1.1	-6.5
CC(=O)Nc1ccc(CN(C)c2c(C)nc3ccc(C(=O)N4CCN(c5ccccc5)CC4)cn23)cc1	0.4	-1.3	-8.8	-0.1	i	-4.2	-6.3	0.1	-2.2
O=C(Cn1ncc(Cl)c(Cl)c1=O)NC1CCS(=O)(=O)C1 (configuration not stated)	1.0	0.2	1.5	-0.3	i	-1.4	-8.4	-1.2	-1.5
Cn1nnnc1SCC(=O)NCc1cccs1	-4.0	1.7	-6.7	0.9	i	-0.1	6.8	-2.1	-2.8
O=C(OCc1ccccc1)N1C=CC2CC1c1c(Cl)cccc12 (configuration not stated)	1.9	1.5	16.4	0.8	i	-4.0	-3.1	-0.4	-8.6
CN1CCC/C1=C/C=C1\SC(=S)NC1=O	-82.6	-33.6	-132.8	0.8	·	7.8	132.3	-3.8	i
O=C(CN1CCN(C/C=C/c2ccccc2)CC1)NC(=O)NC1CCCCC1	0.6	1.1	-1.1	-0.4	i	-4.4	9.1	-0.2	-3.9
CC(NC(=O)c1ccccc1Cl)C1COc2ccccc2O1 (configuration not stated)	1.9	-0.4	2.3	1.6	i	-0.2	-9.1	-2.7	-1.1
O=C(NNC(=O)c1ccccc1-n1cccc1)c1ccc(Cl)cc1Cl	-0.3	0.2	-7.0	1.8	i	-0.2	-6.4	-11.1	2.9
O=C(Nc1ccccc1Br)C(=O)N1CCCC1	-1.2	-1.8	-8.2	0.1	i	0.8	6.0	-1.3	-9.7
Cc1ccc(Cl)cc1N1CCN(C(=O)c2ccc3nc[nH]c3c2)CC1	1.9	-3.7	-14.9	-1.1	i	-3.3	-6.8	-0.1	-3.6

Reprinted from the part before: five entries, then new ones.
SMILES	MT1-MMP act inh	Rin1 Abl inh	FAS-TE inh	MsrA inh	Rpn11 inh	CSN inh	PABP1 MLLE inh	MsrA act	E coli Lon inh
O=C(CN1CCN(C/C=C/c2ccccc2)CC1)NC(=O)NC1CCCCC1	0.6	1.1	-1.1	-0.4	i	-4.4	9.1	-0.2	-3.9
CC(NC(=O)c1ccccc1Cl)C1COc2ccccc2O1 (configuration not stated)	1.9	-0.4	2.3	1.6	i	-0.2	-9.1	-2.7	-1.1
O=C(NNC(=O)c1ccccc1-n1cccc1)c1ccc(Cl)cc1Cl	-0.3	0.2	-7.0	1.8	i	-0.2	-6.4	-11.1	2.9
O=C(Nc1ccccc1Br)C(=O)N1CCCC1	-1.2	-1.8	-8.2	0.1	i	0.8	6.0	-1.3	-9.7
Cc1ccc(Cl)cc1N1CCN(C(=O)c2ccc3nc[nH]c3c2)CC1	1.9	-3.7	-14.9	-1.1	i	-3.3	-6.8	-0.1	-3.6
O=C(NCc1ccccn1)c1cc(-c2ccccc2)nc2ccccc12	4.1	-0.9	-14.1	-0.2	i	-2.1	5.2	-5.0	-9.5
Cc1ccc(C(=O)N[C@H](C(=O)OCc2nnc(-c3ccccc3)o2)C(C)C)cc1	2.8	-0.8	2.5	2.4	i	6.6	-4.6	-3.3	-7.4
COc1ccc(N/C=C/C(=O)c2ccc3c(c2)OCO3)cc1OC	8.9	1.5	-2.3	0.8	i	-3.7	-21.1	-3.3	-3.8
COc1cc([N+](=O)[O-])ccc1NC(=O)CN(C)C	-3.8	1.1	-5.4	2.4	i	3.0	10.2	-3.4	0.6
CC1(C(=O)NS(=O)(=O)c2cccc(C#N)c2)CCN1C(=O)CC1CCCCC1 (configuration not stated)	0.6	4.6	-4.9	-0.3	i	2.6	-0.9	-0.7	2.2
CC1CCN(C(=O)C2CC(c3ccc(F)cc3)=NO2)CC1 (configuration not stated)	-1.9	-5.8	-1.0	·	i	-4.5	1.9	-2.8	-2.0
Cc1ccc2nsnc2c1S(=O)(=O)NCc1cccnc1	3.2	-5.1	-6.1	0.8	i	-3.2	4.0	-3.5	-13.9
Fc1ccccc1OCCCCSc1ncccn1	-1.1	0.7	4.0	0.7	i	0.6	28.9	-2.9	-3.1
COc1cccc(CN2CCN(C3CCN(c4ccccc4F)CC3)CC2CCO)c1 (configuration not stated)	·	3.9	-11.2	2.2	i	-2.0	12.3	-13.3	4.5
CCOC(=O)N1CCC(N(CCN(C)C)C(=S)Nc2ccc(Oc3ccccc3)cc2)CC1	-3.4	0.2	5.3	-1.2	i	-2.0	-5.3	-9.4	-2.0
CCCCN(C(=O)Cn1nnc2ccccc21)C(C(=O)NCCOC)c1ccc(OC)cc1OC (configuration not stated)	-1.2	-2.4	-3.5	1.2	i	5.3	-15.1	-0.4	-3.1
CCC(=O)N1c2ccc(S(=O)(=O)N(CCO)Cc3ccccc3)cc2CC1C (configuration not stated)	10.5	3.6	-10.8	-1.8	i	0.4	4.8	-10.3	-3.9
Cc1nn(C)cc1C(C)NC(=O)c1cc(COc2c(F)cccc2F)on1 (configuration not stated)	0.0	-2.8	-6.2	-0.4	i	-4.8	15.1	-0.8	0.2
CCn1cnc2cc(NCc3cccs3)ccc21	4.0	-5.0	-3.5	1.2	i	3.0	-3.9	-7.8	-5.0
CCC(=O)N1CCC1(C)C(=O)Nc1cnc2ccccc2c1 (configuration not stated)	12.0	0.3	-2.4	0.3	i	-1.9	-6.7	-0.6	1.4
Cc1csc(NC(=O)CS(=O)(=O)Cc2ccccc2)n1	-5.5	0.9	-9.3	1.8	i	2.8	2.4	0.3	-6.3
NC1=NC(=O)/C(=C/c2ccc(OCC(=O)O)cc2)S1	2.4	-0.6	-8.8	3.6	i	-0.7	-7.3	6.1	-4.0
Cc1cc(NC(=O)CSCC(=O)Nc2nc3ccc(F)cc3s2)no1	-3.2	2.5	-8.1	-1.0	i	-1.2	5.1	0.2	-2.4
